# High-throughput results: PubChem, several laboratories
# PriA SSB inh: blocks PriA binding to SSB C-terminal tail; AlphaScreen SSBct-PriA binding, biotinylated peptide; inhibition, % at 33 µM; 430,000 compounds, 0.6% hits; in the data active means inhibition mostly above about 37%, no sharp cut-off; inactive means mostly below about 20%;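 further: plate controls were negative control peptide for no effect and reference peptide for full effect; strong numbers were not always called active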
# VHR inh abs: inhibitors of human VHR1 phosphatase (DUSP3). recombinant VHR phosphatase, pNPP absorbance. 290,000 compounds, 0.52% hits. AID 1654. P51452. inhibition, % at 13.3 µM; in the data active means inhibition above about 50%; further: some compounds called inactive have numbers as strong as hits
# CCHF vOTU inh: CCHFV vOTU protease inhibition; AID 651958; 370,000 compounds, 0.55% hits; Pep-AMC fluorescence; inhibition, % at 11.5 µM; in the data active means inhibition above about 30%; further: 0% = vehicle wells with enzyme and 100% = no enzyme wells
# PfHsp40 rescue: rescue of PfHsp40-mediated yeast toxicity; AID 504582; growth rescue, % at 12.5 µM; 340,000 compounds, 0.68% hits; S. cerevisiae expressing PfHsp40, growth rescue, ATP luminescence; in the data active means growth rescue above about 28%, passing the limit was not always enough; inconclusive means no clear call, values can overlap the other calls;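 further: yeast W303a lacking pdr1 and pdr3 grown in galactose medium; growth measured after three days at 30 °C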
# 3CLpro inhibitor: SARS-CoV 3CLpro protease inhibition; AID 1706; 290,000 compounds, 0.14% hits; recombinant SARS-CoV 3CLpro, quenched FRET peptide cleavage; inhibition, % at 6 µM; in the data active means inhibition above about 12%
# BoNT A protease: blocks Botulinum neurotoxin A light chain protease; multiplex microsphere protease substrate cleavage, flow cytometry; inhibition, % at 10 µM; 360,000 compounds, 0.17% hits; AID 588499; further: plate controls were buffer without enzyme for full effect and enzyme alone for no effect
# Yp Topo-I inh: Y. pestis Topo-I inhibition via cleavage products; activity, % at 10 µM; Y. pestis Topo-I cleavage product accumulation, plate reader; 360,000 compounds, 0.064% hits; in the data active means activity above about 50%, passing the limit was not always enough; inconclusive means no clear call, values can overlap the other calls; further: inactives centre near 2
# BH1578 lux ind: induces V. cholerae light production without autoinducers; V. cholerae BH1578 lux reporter, luminescence, 6 h; activation, % at 18.7 µM; 350,000 compounds, 0.16% hits; AID 588436; in the data active means activation mostly above about 9.7%, no sharp cut-off; inconclusive means no clear call, values can overlap the other calls; inactive means mostly below about 3.7%; further: not every result past the cut was called active; inactives centre near 0; reference of the scale not given here
# Anthrax LF inh2: anthrax lethal factor protease inhibition; 360,000 compounds, 0.12% hits; inhibition, % at 10 µM; P15917; AID 588501; multiplex microsphere protease cleavage assay, LF; further: plate controls were buffer without enzyme for full effect and enzyme alone for no effect
# TcdB inh: TcdB glycohydrolase inhibition. P18177. TcdB glycohydrolase enzymatic assay, plate reader. inhibition, % at 9.99 µM. 350,000 compounds, 0.24% hits; in the data active means inhibition above about 10%
# An asterisk follows results filed as active; i = inactive; ? = inconclusive; . = not tested or not shown. Unless noted, no stated cut-off is given here; in the data, active means inhibition above about 30%; inconclusive means no clear call, values can overlap the other calls; inactive means below that. Some of the compounds tested (hit frequency here may not be typical).
# A first look:
SMILES,PriA SSB inh,VHR inh abs,CCHF vOTU inh,PfHsp40 rescue,3CLpro inhibitor,BoNT A protease,Yp Topo-I inh,BH1578 lux ind,Anthrax LF inh2,TcdB inh
COC(=O)CCCC1=CC2=C(c3ccccc3)C(=O)C(C)(OC(=O)C3CCCC3)C(=O)C2=CN1Cc1ccc(OC)cc1 (stereo unspecified),14,-4,16,0.8,.,1.3,25,i,-15,0.4
COc1ccccc1C(CNC(=S)NCc1ccccc1)N1CCCC1 (stereo unspecified),-5,-9,-4,-1.9,-4,0.2,4,-0.2,-4,0.8

# The whole of this part, repeating the preview:
SMILES,PriA SSB inh,VHR inh abs,CCHF vOTU inh,PfHsp40 rescue,3CLpro inhibitor,BoNT A protease,Yp Topo-I inh,BH1578 lux ind,Anthrax LF inh2,TcdB inh
COC(=O)CCCC1=CC2=C(c3ccccc3)C(=O)C(C)(OC(=O)C3CCCC3)C(=O)C2=CN1Cc1ccc(OC)cc1 (stereo unspecified),14,-4,16,0.8,.,1.3,25,i,-15,0.4
COc1ccccc1C(CNC(=S)NCc1ccccc1)N1CCCC1 (stereo unspecified),-5,-9,-4,-1.9,-4,0.2,4,-0.2,-4,0.8
CC1(c2ccc([N+](=O)[O-])cc2)NC(=O)N(CC(=O)Nc2ccc(N3CCCCC3)cc2)C1=O (stereo unspecified),29,.,-10,0.1,.,1.4,-9,7.1,-8,1.9
O=c1[nH]nc(SCc2ccccc2)c(=O)[nH]1,-8,2,-20,-0.2,-3,-1.2,5,i,4,.
O=C(Nc1ccccc1C(=O)Nc1ccc(F)cc1)c1ccco1,4,33,8,-1.0,-10,-3.7,0,-0.5,-5,0.6
COc1cc(C2c3c(n[nH]c3C)C(=O)N2c2ccc(C)cc2)ccc1O (stereo unspecified),-3,14,-2,-0.6,3,-0.3,7,.,-10,.
O=c1ccc2ccc(O[C@@H]3O[C@H](CO[C@@H]4OC[C@](O)(CO)[C@H]4O)[C@@H](O)[C@H](O)[C@H]3O)cc2o1,-8,.,14,-1.5,.,0.4,-2,i,-2,0.9
COc1ccc(N2CCN(S(=O)(=O)c3cn(C)cn3)CC2)cc1,-1,13,-15,0.6,-2,0.1,-2,-0.4,-2,0.9
CC(C)c1nc(SCC(=O)NCC2CCCO2)c2c(=O)n(C)c(=O)n(C)c2n1 (stereo unspecified),-6,1,6,-0.3,2,0.2,-3,-0.8,-5,-0.1
O=S(=O)(NCC(c1cccnc1)N1CCN(c2ccc(F)cc2)CC1)c1cccs1 (stereo unspecified),9,45,-1,-0.3,-5,-0.4,19,-0.2,0,-0.4
CC(C)(C)NC(=O)CN(c1cccc([N+](=O)[O-])c1)S(=O)(=O)c1ccccc1,-5,20,6,0.5,1,0.1,4,0.0,1,1.0
Cc1ccc(NC(=S)N(Cc2ccco2)C(C)c2cccs2)cc1 (stereo unspecified),-7,21,3,-0.5,-4,-0.3,6,i,3,-1.8
COc1ccc(C(=O)NC2CC2)cc1OC1CCN(Cc2ccccc2F)CC1,2,11,-5,-0.5,-6,-0.9,10,.,0,0.4
O=C(OCc1cc(=O)n2c(n1)sc1ccccc12)c1ccc(O)cc1,-9,0,4,3.2,0,0.4,7,-0.3,-2,1.8
COC(=O)c1cc(C#N)c(N(C)Cc2ccccc2)nc1C,-19,28,10,0.3,3,0.3,1,i,0,.
Cc1ccc(NC(=O)NCCCc2ccccc2)cc1,-1,21,-8,-0.3,2,-1.3,2,i,-2,-2.0
CCn1c(CSc2nc(C)cc(C)n2)nnc1SCC(=O)Nc1ccccc1,3,5,-5,1.6,4,?,6,-0.1,-16,.
CN(C)c1oc(-c2ccc(OCc3ccc(Cl)cc3)cc2)nc1C#N,-4,0,4,0.0,0,-0.4,1,-0.4,1,.
CCOc1ccc(/C=C/C(=O)N(CC)CC(=O)NCc2cccs2)cc1OC,-1,.,1,-0.2,.,0.1,-9,-3.5,-2,1.7
CC(C)=C1C2CCC1C1C(=O)N(NC(=O)c3ccco3)C(=O)C21 (stereo unspecified),-8,24,-9,-0.2,1,0.3,2,-0.1,0,-0.8
COc1ccc(S(=O)(=O)N2CCCCCC2)cc1C(=O)N(C)CC(=O)Nc1cc(C)ccc1C,-6,-17,-1,-0.4,-1,-3.6,16,i,0,1.1
Cc1ccc(C2=CCNCC2)cc1,-3,11,19,-1.0,0,-0.6,9,-0.3,8,1.4
COc1cccc(CNC(=O)CCNS(=O)(=O)c2ccc3c(c2)CC(C)N3C(C)=O)c1 (stereo unspecified),-9,-7,0,0.8,6,0.5,0,-0.5,-2,-3.3
CN(C)CCNc1ccc(CO)c2sc3ccc(O)cc3c(=O)c12,28,.,4,-0.8,.,0.5,-12,i,-16,25*
Cc1cccc(NC(=O)Cn2c(=O)oc3ccccc32)c1C,1,13,-12,-1.2,-1,1.0,3,-18,-5,-1.7
CCOC(=O)c1cc2ccc(OC(=O)c3ccco3)cc2oc1=O,-11,6,-313,-1.0,2,-0.2,7,i,2,.
Cc1cc(Nc2ccc(Br)cc2F)n2nc(C)nc2n1,-12,-12,6,-1.0,-2,-0.8,-1,-0.1,-11,0.6
COc1ccc(C)cc1NC(=O)C(=O)N/N=C(\C)CC(=O)Nc1cccnc1,.,0,8,-1.1,-2,-0.3,-4,-0.3,0,.
Cc1ccc(-n2c(C)cc(C(=O)CSc3nncs3)c2C)cc1,18,3,-1,-1.8,-1,-1.4,-2,-6.2,-6,.
Cc1c(OC(=O)N(C)C)ccc2c1O/C(=C\c1ccco1)C2=O,6,-28,22,-1.2,-4,1.2,0,i,2,1.2
COc1cc(/C=N/NC(=O)c2ccncc2)c([N+](=O)[O-])cc1OC,.,2,9,-0.2,-2,-5.9,0,i,-5,0.0
COc1ccc(CNC(=O)CCS(=O)(=O)c2ccc3c(c2)oc(=O)n3C)cc1,-4,18,10,-0.1,3,1.1,-3,i,-1,-3.5
Cc1cc(C)n(-c2nc(SCC(=O)Nc3nccs3)c3c4c(sc3n2)COC(C)(C)C4)n1,-6,-24,2,-2.5,2,-0.1,-3,-0.4,1,.
Cc1nc(N)sc1-c1csc(Nc2ccccn2)n1,59,14,10,-1.0,7,1.0,-19,i,-2,.
CCOc1cc(S(=O)(=O)N2CCCC2)c(C)cc1C,-10,-23,0,-1.5,3,0.7,5,0.4,1,0.8
Cc1cc(C)c2nc(Nc3nc(-c4ccccc4)cc(=O)[nH]3)nc(C)c2c1,-2,30,15,0.3,1,0.3,38,i,-2,1.2
O=S(=O)(Nc1cc(Cl)ccc1N1CCOCC1)c1ccccc1Cl,1,.,2,1.5,.,0.0,-2,i,-1,4.0
CC[C@]12c3[nH]c4cc(-c5ccco5)ccc4c3CCN1C(=O)[C@@H](CC(=O)NCC13CC4CC(CC(C4)C1)C3)C[C@@H]2C(=O)N1CCN(C(=O)C2CC2)CC1,-4,.,-16,-0.2,.,-0.3,23,-0.2,-4,0.4
COc1cc(C(=S)N2CCOCC2)ccc1OC(=O)c1ccccc1[N+](=O)[O-],11,15,7,-0.4,2,-3.5,22,2.9,2,-0.3
O=C(CCS(=O)(=O)c1ccc(Br)s1)NC1CCCCCC1,-8,27,-7,-0.3,8,1.5,1,i,-4,.
CC(C)OC(=O)c1c(NC(=O)Cn2cnc([N+](=O)[O-])n2)sc2c1CCCC2,-6,-2,-21,-0.3,-5,0.1,-2,i,0,.
Cc1ccc(CNC(=O)CC(C)S(=O)(=O)c2ccc3c(c2)NC(=O)C(C)S3)cc1 (stereo unspecified),-7,18,-1,-0.7,0,2.0,19,i,1,-0.7
COc1ccc(C(CC(=O)c2ccccc2)CC(=O)c2ccccc2)cc1OC,-5,15,3,4.3,2,-1.7,38,-0.3,-2,0.9
CC(=O)NC(c1cccs1)c1cc(F)c2cccnc2c1O (stereo unspecified),6,.,3,15,.,-0.5,12,i,6,0.0
COc1ccc(Cl)cc1N(CC(=O)NC(C)(C)C)S(=O)(=O)c1ccc(C)c([N+](=O)[O-])c1,-15,-4,2,0.5,-2,0.0,-10,-0.3,-2,.
Cc1cccc2c1cnn2C(=O)Nc1cc(F)ccc1F,3,-2,-17,1.2,3,-12,0,0.0,-17,0.6
COc1ccc(CCNC(=O)CSc2nc(=O)n3cccc(C)c3n2)cc1OC,-4,.,-1,-1.0,.,-1.1,-3,i,2,0.7
COc1cc(OC)cc(C(=O)NC(=S)Nc2nc(-c3cc4ccccc4o3)cs2)c1,-20,7,-4,0.0,0,-1.1,-11,-0.1,-3,1.2
O=C(O)C(C(=O)/C=C/c1ccco1)=C1SCCS1,-17,0,13,-0.3,-2,0.3,3,1.1,-10,.
COc1ccc(C(=O)COC(=O)CN2C(=O)C3C4C=CC(C5CC45)C3C2=O)cc1 (stereo unspecified),-2,-4,-12,0.0,-6,-0.6,5,-0.4,0,-2.0
CCNC(=S)NNC(=O)c1cccn(Cc2ccc(Cl)cc2)c1=O,2,15,12,5.3,-4,1.1,-5,i,0,.
O=C(c1nc2ccccn2c1CNCCCn1nnc2ccccc21)N1CCOCC1,-1,-1,-4,-1.0,1,0.3,3,-0.3,0,0.4
C/C(CC(=O)NC1CCCCCC1)=N\NC(=O)c1cnccn1,.,45,6,-1.4,-1,-2.0,5,-0.2,-2,-0.8
C[C@]12CCC3C(CC[C@H]4C[C@H](O)CC[C@]34C)C1C[C@@H](O)[C@@H]2O (stereo partly specified),-8,.,1,-1.4,.,-0.5,4,-4.3,-2,1.6
COc1ccccc1OCCCn1c(=O)sc2ccccc21,-25,2,-1,0.7,10,?,25,-2.1,-5,.
O=C(NNS(=O)(=O)c1ccccc1)c1sccc1-n1cccc1,3,19,-16,-2.1,0,-1.0,1,-2.1,1,.
Cc1cc(C(=O)NC2CCN(Cc3ccccc3)CC2)n[nH]1,-2,34,-7,-0.1,-2,-1.6,0,-0.3,-2,1.8
COC(=O)CCN(Cc1cc(OC)ccc1OC)S(=O)(=O)c1ccccc1Br,1,.,0,0.9,.,0.0,34,i,-7,2.0
COc1ccc(C(CNC(=O)CNC(=O)c2cccc(C)c2)N2CCOCC2)cc1 (stereo unspecified),-4,.,-1,1.3,.,-0.9,-6,-0.3,2,-1.2
COc1cc(-c2noc(C)c2/C=C/c2ccc(C(=O)O)cc2)cc(OC)c1OC,13,-3,7,1.0,-2,-0.4,-1,i,2,-0.8

# Next records follow.
SMILES,PriA SSB inh,VHR inh abs,CCHF vOTU inh,PfHsp40 rescue,3CLpro inhibitor,BoNT A protease,Yp Topo-I inh,BH1578 lux ind,Anthrax LF inh2,TcdB inh
COc1cccc(C2/C(=C(\O)c3ccc4c(c3)OCCO4)C(=O)C(=O)N2CCCn2ccnc2)c1 (stereo unspecified),.,21,5,0.3,5,0.8,5,i,-3,-0.4
O=C(c1ccco1)N1CCN(C(=O)c2cnn(-c3ccc(F)cc3)c2-n2cccc2)CC1,.,.,7,.,.,0.1,-1,-0.3,1,0.9
COc1ccc(-c2coc3c(C(=O)NCc4ccc(OC)c(OC)c4)cccc23)c(C)c1,.,.,13,.,.,0.0,0,0.4,-6,1.1
COc1ccc(NC(=O)c2ccccc2C(=O)N2CCCCC2)cc1,-8,28,13,0.2,0,-1.0,-4,-0.5,-3,-0.5
CCS(=O)(=O)N1CCC(C(=O)Oc2ccc(Br)cc2)CC1,-7,11,-14,-0.1,-3,.,-4,0.8,.,0.7

# Arranged by length of the SMILES (ascending): part of the list above.
SMILES,PriA SSB inh,VHR inh abs,CCHF vOTU inh,PfHsp40 rescue,3CLpro inhibitor,BoNT A protease,Yp Topo-I inh,BH1578 lux ind,Anthrax LF inh2,TcdB inh
CC(=O)NC(c1cccs1)c1cc(F)c2cccnc2c1O (stereo unspecified),6,.,3,15,.,-0.5,12,i,6,0.0
O=S(=O)(NCC(c1cccnc1)N1CCN(c2ccc(F)cc2)CC1)c1cccs1 (stereo unspecified),9,45,-1,-0.3,-5,-0.4,19,-0.2,0,-0.4
COc1cc(C(=S)N2CCOCC2)ccc1OC(=O)c1ccccc1[N+](=O)[O-],11,15,7,-0.4,2,-3.5,22,2.9,2,-0.3
